From PubChem BioAssay
CAL PDZ FP-1: inhibitors of human CAL PDZ peptide binding; Q9HD26; purified CAL PDZ, TMR-peptide fluorescence polarization, 1 h; inhibition, % at 20 µM; 0.02% of 330,000 active; AID 504414;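 active = highest replicate inhibition of at least 40%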;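 note: plate controls were DMSO neutral control wells for no effect and unlabeled competitor peptide control wells for full effect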
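System: purified tagged CAL PDZ domain construct (CerCALP). Schedule: 1 h incubation at room temperature before polarization reading. Medium: 25 mM sodium phosphate pH 7.4, 150 mM NaCl, TCEP, IgG, Thesit. Read-out: percent inhibition from loss of millipolarization. Measured by: FP readout, S and P plane fluorescence. Probe or stimulus: fluorescent TMR peptide probe.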
MITF act: activators of MITF-driven TRPM1 promoter activity in SK-MEL-5 cells | SK-MEL-5 TRPM1-promoter luciferase, 24 h; % of positive control, neutral wells = 0 | activation, % at 12.5 µM | 0.75% of 300,000 active | AID 588334;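 active = mean activation of at least 80% with every replicate also reaching 80%; inconclusive = mean reaches 80% but some replicate falls short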;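 note: 0% = neutral control wells and 100% = parthenolide positive control wells; values of inactives mirror those of a sister screen read the other way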
AddAB inh: less growth of phage-infected E. coli with AddAB; E. coli expressing H. pylori AddAB, absorbance growth; 0.29% of 330,000 active; inhibition, % at 11.9 µM; in the data active = inhibition above about 12%;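 note: 0% = vehicle wells of infected cells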
SR-BI HDL uptake: inhibitors of mouse SR-BI mediated HDL lipid uptake; inhibition, % at 12.5 µM; 0.96% of 320,000 active; Q61009; AID 488896; ldlA[mSR-BI] CHO cells, DiI-HDL uptake fluorescence, 3 h;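 active = mean replicate inhibition of at least 70% and a set share of replicates each scoring 70 or more; inconclusive = meets just one of the two criteria; inactive = fails both criteria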;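 note: 0% = median of neutral control wells and 100% = median of positive control wells; values of inactives mirror those of a sister screen read the other way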
Target sequence (Q61009 whole entry, looked up): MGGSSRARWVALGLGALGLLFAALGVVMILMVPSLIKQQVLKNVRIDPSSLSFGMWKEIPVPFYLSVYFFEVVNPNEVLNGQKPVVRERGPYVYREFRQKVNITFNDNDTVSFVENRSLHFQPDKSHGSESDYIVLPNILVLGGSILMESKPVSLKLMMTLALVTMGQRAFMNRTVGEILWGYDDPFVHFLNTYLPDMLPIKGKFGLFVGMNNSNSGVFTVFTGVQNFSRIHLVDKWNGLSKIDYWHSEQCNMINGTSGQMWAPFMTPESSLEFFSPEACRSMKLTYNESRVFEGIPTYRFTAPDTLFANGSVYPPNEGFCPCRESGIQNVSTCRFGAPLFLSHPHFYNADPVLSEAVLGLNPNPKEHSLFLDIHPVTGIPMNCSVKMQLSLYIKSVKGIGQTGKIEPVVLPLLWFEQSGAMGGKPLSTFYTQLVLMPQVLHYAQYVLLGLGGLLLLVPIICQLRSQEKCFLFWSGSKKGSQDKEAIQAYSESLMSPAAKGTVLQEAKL
phage Ecoli inh: E. coli growth loss with phage present. inhibition, % at 11.9 µM. 0.26% of 360,000 active. growth absorbance. AID 651602; in the data active = inhibition above about 11%
SR-BI uptake up: activators of SR-BI mediated HDL lipid uptake. 0.096% of 320,000 active. AID 504775. activation, % at 12.5 µM. CHO ldlA[mSR-BI] cells, DiI-HDL uptake fluorescence, 3 h; 100 = double the neutral-control signal;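 active = mean replicate activation of at least 60% and every replicate at or above 60%; inconclusive = mean or all-replicate condition met, but not both; inactive = mean below 60% and not all replicates reaching 60%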;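 note: 0% = median plate neutral-control signal and 100% = twice that signal; values of inactives mirror those of a sister screen read the other way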
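Assay system: LDL receptor-deficient CHO ldlA cells overexpressing murine SR-BI / Medium: BSA-supplemented, HEPES-buffered Ham's F12, pH 7.4 / Probe or stimulus: DiI-labelled HDL at 10 µg/mL final / Timing: compound with DiI-HDL co-incubation, 3 h at 37 °C / Technique: bottom-read cell fluorescence after medium removal, ex 550/em 595 nm / Measure: HDL uptake via cellular fluorescence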
Ecoli viability: counter-screen for AddAB inhibitors: E. coli growth inhibition; E. coli V3065 growth, OD600 absorbance, 18 h; inhibition, % at 11.9 µM; 0.27% of 330,000 active; AID 449728;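 active = inhibition above the campaign's mean inhibition across all tested compounds plus 3 SD, cut at about 9.9% in these data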;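 note: uninfected addAB+ strain grown without phage in ampicillin broth; 0% = DMSO wells and 100% = ciprofloxacin 0.95 µg/ml wells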
CAL PDZ FP-2: inhibitors of human CAL PDZ peptide binding; purified CAL PDZ, TMR-peptide fluorescence polarization, 1 h; inhibition, % at 24.9 µM; 0.92% of 300,000 active; AID 602252;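 active = mean inhibition of at least 30% with at least half of replicates also reaching 30%; inconclusive = no clear call, values can overlap the other calls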;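 note: 0% = DMSO neutral control and 100% = excess unlabeled competitor peptide PRC23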
Wnt bcat act: Wnt/beta-catenin pathway activation; Wnt/beta-catenin reporter cell assay, activator, plate reader; 1.2% of 300,000 active; activation, % at 9.35 µM; AID 743398; in the data active = activation above about 30%, passing the limit was not always enough; inconclusive = no clear call, values can overlap the other calls;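 note: 0% = neutral control wells and 100% = positive control wells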
Tat transport: inhibitors of E. coli Tat protein transport; E. coli MC4100 TorA-mCherry Tat export, fluorescence; inhibition, % at 10 µM; 0.036% of 340,000 active; AID 488895;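 active = mean replicate inhibition at least 50% and at least half of replicates individually reaching 50%; inconclusive = only one of the two criteria met; inactive = neither criterion met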;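 note: exported cargo escapes ClpAP degradation while cytoplasmic cargo is degraded and loses fluorescence; 0% = median of neutral control wells and 100% = median of NaSCN control wells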
The depositor's hits bear a star; ? = inconclusive; nt = not tested or not shown.

Fields: CAL PDZ FP-1, MITF act, AddAB inh, SR-BI HDL uptake, phage Ecoli inh, SR-BI uptake up, Ecoli viability, CAL PDZ FP-2, Wnt bcat act, Tat transport
COc1ccc(C(=O)C(CO)Oc2ccccc2OC)cc1OC (centres undefined)
→ -1.5, 3, 0.9, 4, 2.3, -4, -1.1, -4, -1, -1
O=C(CC(c1ccccc1)c1cc(Cl)ccc1O)N1CCCC1 (centres undefined)
→ -2.4, -11, 0.1, -5, -0.4, 5, 0.2, -5, 5, 3
Fc1ccc(NC(=S)NNc2ncc(C(F)(F)F)cc2Cl)c(F)c1
→ nt, -62, -0.1, 18, 8.0, -18, 1.1, 1, -5, -1
Cc1nc(NC(=O)c2ccccc2)nc2cc3c(cc12)OCO3
→ 0.1, 29, 2.6, nt, 3.6, nt, 2.2, -5, 15, -24
C[C@@]12C(=O)Nc3ccc(Br)cc3C(=O)N1[C@H]1c3cc(Br)ccc3OC[C@@H]1[C@@H]2c1ccccc1
→ -1.8, -18, 1.5, 4, -0.6, -4, -3.8, -1, -7, -2
COc1ccc(S(=O)(=O)NC(CC(=O)NCCc2ccc(OC)c(OC)c2)c2ccco2)cc1 (centres undefined)
→ 0.9, 6, 2.4, 16, 2.5, -16, -2.6, 0, nt, -7
Cn1c(Cc2c[nH]c3ccccc23)n[nH]c1=S
→ 1.5, 5, 1.9, -13, 5.5, 13, 0.7, 0, nt, -1
C=CCn1c(COc2ccccc2-c2ccccc2)nnc1SCC(=O)NC(=O)NCc1ccco1
→ -1.3, 9, 1.6, 5, 1.4, -5, -2.6, -2, -4, -2
O=C(CSc1nnc2sc3ccccc3n12)NCc1ccco1
→ -0.6, 6, 0.0, -3, 3.2, 3, -1.8, nt, nt, 1
O=C(CNc1cc(S(=O)(=O)N2CCOCC2)ccc1N1CCCC1)NCc1ccco1
→ 0.0, 1, 0.5, -23, -0.5, 23, -2.8, 0, 0, -3
CCOc1ccccc1NC(=O)c1ccccc1-c1nc(-c2ccccc2OC)no1
→ -1.7, -17, 1.3, -9, 3.3, 9, -1.9, -5, nt, 16
CC1SCC(=NOCc2c(Cl)cccc2Cl)CS1 (centres undefined)
→ -1.9, nt, -0.1, 8, 2.5, -8, 1.3, nt, -2, -2
O=C(c1ccc(Cl)cc1)N1CCCCC(Cl)C1=O (centres undefined)
→ -1.5, -4, -1.4, -11, 0.5, 11, 0.3, -1, -1, -1
Cc1ccc(CN2C3=NCCN3c3ccccc32)cc1
→ -2.6, 5, 4.5, -12, 1.0, 12, 1.3, nt, -2, -5
O=C(NCc1ccc2c(c1)OCO2)c1cc(-c2cc(Cl)ccc2O)n[nH]1
→ -1.2, -8, 1.1, nt, 1.1, nt, 0.7, 2, -7, -5
CCCCC(=O)Nc1ccccc1N1CCN(c2ccccc2)CC1
→ -1.2, -17, 1.1, 3, 2.2, -3, -1.5, -2, 1, -3
Oc1ccccc1-c1cc(-c2ccccc2)no1
→ -1.4, 51, 2.2, 5, 2.8, -5, 0.2, -5, nt, -5
CN(CCc1ccccc1)C(=O)c1ccc(NC(=O)Cc2ccc(NC(=O)C3CCCN(C(=O)CCc4ccccc4)C3)cc2)cc1 (centres undefined)
→ -0.2, -54, nt, 33, -0.6, -33, nt, -3, -2, -3
CC(=O)c1ccc(S(=O)(=O)N(C)CC(=O)NCc2ccco2)cc1
→ 0.8, 14, -0.8, -6, 1.9, 6, -4.0, 0, 13, -2
C[C@@H](OC(=O)N(C)Cc1ccccc1)[C@H]1O[C@]2(C)CCCC[C@H]1O2
→ -0.4, 37, 0.1, -33, 1.4, 33, 0.9, -3, 4, -2
CCc1ccc(-n2c(SCC(=O)Nc3ccc(C(=O)O)cc3)nnc2-c2ccncc2)cc1
→ nt, nt, 3.3, nt, 2.2, nt, -2.5, nt, 6, nt
COc1cc(C(=O)OCC(=O)NCCN2C(=O)CSC2=O)ccc1OCc1c(C)noc1C
→ -2.4, 5, 0.2, 18, -1.5, -18, 0.5, -2, -2, 11
CCOC(=O)N1CCN(S(=O)(=O)c2ccc(Br)s2)CC1
→ -1.2, 3, 4.1, 3, 2.9, -3, 0.7, -4, -2, -2
COC(=O)[C@@H](N)Cc1ccc(O)c(O)c1
→ 0.2, 0, -0.8, -9, 0.5, 9, 0.2, 2, -2, 6
C=CCc1cccc(CNc2ccc(S(=O)(=O)Nc3nccnc3OC)cc2)c1O
→ -1.9, -7, 0.5, nt, 1.0, nt, 1.3, 3, -5, 10
Cc1nccn1CC(O)COc1ccc([N+](=O)[O-])cc1 (centres undefined)
→ -0.4, -6, 0.6, 8, 1.4, -8, 2.5, -2, 5, -2
COc1cccc2c1Oc1ncccc1N(C(=O)CCC(=O)NCc1ccc(F)cc1)C2
→ -2.9, 13, 0.1, 4, -0.6, -4, 0.6, 10, 0, 0
CCC(C)(C)n1nnnc1CN(Cc1cc2cc(OC)c(OC)cc2[nH]c1=O)C1CCCC1
→ nt, 2, 4.3, 27, 4.5, -27, 1.3, -2, nt, -2
NC(=O)c1sc(=S)n2c1[nH]c(=O)c1sccc12
→ -0.2, 8, 5.4, -14, 1.2, 14, 0.7, 0, 1, 4
CCOc1ccc(S(=O)(=O)N2CCCC(C(=O)N3CCN(c4ccccc4)CC3)C2)cc1 (centres undefined)
→ -1.7, -5, -0.6, -7, 0.2, 7, -0.2, -2, -4, 10
CCOC(=O)c1c2c(n(C)c1C)C(=O)C(=O)c1ccc(Br)cc1-2
→ -0.5, nt, 0.5, 51, 2.3, -51, -2.7, -1, nt, 3
N#CCCN1CCN(C(=O)c2c(N)no[n+]2[O-])CC1
→ 5.0, 1, 4.2, -23, -0.4, 23, 2.0, 28, -1, 14
Cc1ccc(S(=O)(=O)N2CCN(C(=O)COC(=O)/C=C/c3cccc([N+](=O)[O-])c3)CC2)c(C)c1
→ -0.3, nt, nt, 21, 1.9, -21, nt, -3, -3, 12
O=C(CCN1C(=O)C2C3C=CC(C3)C2C1=O)Nc1c(F)cccc1F (centres undefined)
→ nt, -3, 3.2, -18, 2.1, 18, -0.9, 2, 0, -10
CCCCn1c(SCC(=O)N2CCOCC2)nc2c1c(=O)n(C)c(=O)n2C
→ -1.2, -4, 4.9, -14, 0.6, 14, 0.8, 8, 2, 3
Cn1/c(=N\NC(=O)C2CCCCC2)sc2ccccc21
→ -0.8, 4, -0.6, -9, 3.9, 9, 2.3, -6, 2, 4
O=C(N[C@@H](Cc1ccccc1)C(=O)N1CCC2(CC1)NCCc1[nH]cnc12)c1cccc(Br)c1
→ -2.9, -3, 1.8, 8, 2.6, -8, -0.2, 12, -2, -4
COc1ccc(C(=O)/C=C(\N)C(F)(F)F)c(O)c1
→ nt, 4, -0.8, 12, 3.1, -12, 1.8, -4, nt, 0
CCCc1cc(=O)[nH]c(SCC(=O)N2CCC(C(=O)OCC)CC2)n1
→ -0.5, -2, -1.5, 10, 0.7, -10, -1.1, -4, nt, 0
O=c1c(-c2ccc3c(c2)OCCO3)coc2cc(O)cc(O)c12
→ -2.0, nt, 1.6, -21, 1.2, 21, -0.5, 1, nt, -1
Cc1cccc(/C=C/c2onc(C)c2S(=O)(=O)N2CCC(C(=O)NC(C)C)CC2)c1
→ -0.3, 3, 6.1, 32, 1.1, -32, 0.2, nt, -3, 1
Cc1ccc(C2(c3ccc(C)cc3)NC(=O)N(CC(=O)NCCCN3CCCC3=O)C2=O)cc1
→ -1.2, -6, 0.5, -23, -0.5, 23, 0.8, nt, -4, -7
CCCCNC(=O)c1cn(C)c2ccc(S(=O)(=O)N3CCCC3)cc2c1=O
→ -1.2, -3, -1.8, -16, 0.2, 16, -0.8, -2, 0, -13
CCc1ccccc1-n1c(SCC(=O)NC)nnc1-c1cccnc1
→ -2.2, -2, 1.3, -37, -2.0, 37, 2.9, 0, -3, -1
COc1ccc(OCC(=O)N2CCN(c3cccc(Cl)c3)CC2)cc1
→ -2.2, 10, -1.3, -21, 3.0, 21, -2.3, 0, nt, 1
O=C(C1CCN(S(=O)(=O)c2cccs2)CC1)N1CCCCCC1
→ 0.5, -1, -0.5, -3, 0.8, 3, -1.7, nt, nt, 1
O=[N+]([O-])c1ccc(CNc2ccc(Cl)cc2)s1
→ -0.3, nt, 1.3, 19, 1.4, -19, -1.6, 12, -1, 1
Cc1ccc(S(=O)(=O)Nc2nsc(N)n2)cc1
→ -0.5, -11, -0.4, -18, 4.0, 18, 1.4, nt, nt, -5
Cc1nc2ccccn2c1C(=O)NN=C1C2CC3CC(C2)CC1C3
→ -1.5, 5, 1.9, -18, 4.6, 18, -0.3, -5, nt, -10
CC1(C)CC(=O)C(C2c3ccccc3Oc3ccccc32)C(=O)C1
→ -2.2, 8, 1.5, 2, 3.6, -2, 0.7, -2, 4, -4

The list goes on:
Fields: CAL PDZ FP-1, MITF act, AddAB inh, SR-BI HDL uptake, phage Ecoli inh, SR-BI uptake up, Ecoli viability, CAL PDZ FP-2, Wnt bcat act, Tat transport
COCc1cc(C)nc(OCC(=O)N/N=C/c2ccccc2O)c1C#N
→ -2.6, -6, 4.0, -29, 3.9, 29, -2.2, -1, 10, 4
COc1ccc(C(C(=O)NCc2ccccc2)N(Cc2ccco2)C(=O)c2snc(C(N)=O)c2N)cc1OC (centres undefined)
→ -3.1, 4, 4.6, nt, 0.5, nt, -1.1, -3, -3, -3
CCCOc1ccc(C(=O)Nc2ccc(N3CCN(C(=O)c4ccco4)CC3)cc2)cc1
→ -1.7, -29, 0.9, ?, 3.6, -71, -0.4, -3, 1, -6
Cc1cc(C)c[n+](C[n+]2cc(C)cc(C)c2)c1
→ -0.5, 1, -2.0, -21, 3.1, 21, -1.0, 1, -5, 0
O=C(O)CSc1ccc2ccccc2n1
→ -0.3, -2, 1.5, -9, 1.6, 9, -2.2, 16, nt, -8
